TTR transcr act – activators of transthyretin transcription. SH-SY5Y TTR promoter Gaussia luciferase, luminescence; 100% = recombinant luciferase protein wells. 92,000 compounds, 1.3% hits. activation, % at 16.7 µM. AID 1117267;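 active = activation above the mean of all tested compounds plus 3 SD, cut at about 9.5% in these data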;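 also: cells exposed to compounds for one day before reading; 0% = median of all test compound wells on the plate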
The depositor's hits bear a star. This is a subset; count on the stated rates, not on these rows.

structure | TTR transcr act
Cc1ccc(S(=O)(=O)NC2CCOC(C)(C)C2)cc1 (stereo not given) | 2.3
O=C(C1=C[C@@H](C2CC2)C[C@@H](OCc2ccc(CO)cc2)O1)N1CCOCC1 | 1.1
Cc1ccc(N(CC(=O)NCc2ccco2)S(=O)(=O)c2ccccc2)cc1 | -1.7
Cc1c(NC(=O)C(C)OC(=O)C(NC(=O)c2ccco2)C(C)C)c(=O)n(-c2ccccc2)n1C (stereo not given) | -0.2
CCOc1ccc(N2CC(C(=O)OC)CC2=O)cc1 (stereo not given) | 2.9
CCN(CC)C(=O)CSc1nc2ncc(Br)cc2[nH]1 | 0.3
COC(=O)Cc1c(C)nc2nc[nH]n2c1=O | 3.5
COc1cccc(OC)c1C(=O)O/N=C(\N)c1ccncc1 | 0.6
C=CCn1c(=NC(=O)c2cc(Cl)sc2Cl)sc2cc(S(N)(=O)=O)ccc21 | 2.5
O=C1C(=O)N(c2nccs2)C(c2ccccc2F)/C1=C(\O)c1ccc2c(c1)OCCO2 (stereo not given) | -3.5
O=C(Cc1ccccc1)Nc1cccnc1 | -0.1
O=C(CSc1nccc(=O)[nH]1)Nc1ccc(F)c([N+](=O)[O-])c1 | 1.0

Next compounds
structure | TTR transcr act
C=CC1(C)CN(Cc2ccco2)S(=O)(=O)c2c(F)cccc2O1 (stereo not given) | 0.8
COc1ccc(C2C=C(c3ccccc3)Nc3nnnn32)cc1 (stereo not given) | -2.4
C=CCn1c(=O)/c(=C/c2ccsc2)s/c1=C(\C#N)C(=O)NCCN1CCOCC1 | -0.8
CCCCN(CCCC)C(=O)c1sc2nc(N3CCOCC3)c3c(c2c1N)CCCC3 | 1.4
COc1cc(/C=C/C(=O)OCC(=O)NCc2cccs2)ccc1OCC#N | -2.8
O=C(Cc1ccccc1)NN1C(=O)C2C3C=CC([C@@H]2C1=O)C31CC1 (stereo not given in full) | 0.5
Cc1ccc(CNC(=O)c2ccc3c(=O)[nH]c4c(C(=O)NCC5CCCO5)sc(=S)n4c3c2)cc1 (stereo not given) | -1.6
O=C(CN1CSCC1=O)N1CCN(S(=O)(=O)c2ccc(Cl)cc2)CC1 | 6.0
Nc1nc2ncccc2cc1C(=O)NCCc1cccs1 | -0.9
CCOC(=O)c1c(C)[nH]c(C)c1S(=O)(=O)NCC1CCN(Cc2cccc(F)c2)CC1 | -2.0
O=C(Cc1ccccc1)NCc1cccnc1 | -0.6
Cc1ccccc1NC(=O)C1c2cccc[n+]2CC(=O)N1Cc1ccc2c(c1)OCO2 (stereo not given) | -0.7

(list continues)
structure | TTR transcr act
COC(=O)c1ccc(COc2ccc(C)cc2[N+](=O)[O-])o1 | -0.3
CCOc1ccccc1NC(C)C(=O)Nc1cc(C(F)(F)F)ccc1N1CCOCC1 (stereo not given) | 2.3
CCOC(=O)c1c(C)n(C)c2ccc(OC)c(NC(=O)CN3CCSCC3)c12 | -1.6
O=C(OCC(=O)N1CCc2ccccc21)c1ccc[n+]([O-])c1 | 0.9
CC(C)c1ccc(NC(=O)O[C@H]2CC[C@@]34CCCN3C(=O)CCC[C@H]4[C@H]2C)cc1 | -0.3
CCCOCc1ccc(O)c2ncccc12 | -2.4
CCc1nnc(NC(=O)c2cccc(S(=O)(=O)N3CCN(C(C)=O)CC3)c2)s1 | -1.4
CN(c1cc2c(c3c1ccn3C)C1CCC2C1)C1CCCCC1 (stereo not given) | -0.1
CN(C)C(=O)CSc1n[nH]c(=O)[nH]c1=O | 5.9
O=C(NCC(=O)N(Cc1cccs1)C(C(=O)NC1CCCCC1)c1cccnc1)c1ccco1 (stereo not given) | 6.6
O=C(Cc1ccccc1)N1CCCC(c2nc(-c3cccs3)no2)C1 (stereo not given) | 2.2
CC(C)c1ccc(/C=N/n2c(COc3ccccc3)n[nH]c2=S)cc1 | 2.0

Next part
structure | TTR transcr act
Cc1nc2nc(-c3ccco3)[nH]n2c(=O)c1C | 0.2
O=C1c2ccccc2NC(c2cccc(F)c2)N1Cc1ccco1 (stereo not given) | 2.5
CCOc1ccccc1NC(=O)c1ccc2c(=O)n3c(nc2c1)CCCCC3 | 0.8
CN(C)/C=C(\C=O)c1c(Cl)cccc1Cl | 0.1
COc1ccccc1N(C)S(=O)(=O)c1ccc(C(=O)OCC(=O)N2CCCCCC2)cc1 | -0.3
O=[N+]([O-])c1ccc2c(c1)nc1n2CCN(c2ccccc2)C1 | -0.9
CCn1cc(C(=O)N2CCCCC2)c(=O)c2cc(S(=O)(=O)N3CCC(C)CC3)ccc21 | 3.0
CCC(Sc1nc(-c2ccccc2)c(C#N)c(=O)[nH]1)C(=O)Nc1nnc(C)s1 (stereo not given) | 0.5
COC(=O)c1ccc(Cn2nc(C)c(Br)c2C)cc1 | -1.4
O=C(NCc1ccco1)c1cccc(S(=O)(=O)N2CCOCC2)c1 | 0.2
CC(=O)c1c(C)[nH]c(=S)c(C#N)c1-c1ccc(Cl)cc1 | -1.3
Cc1ccc(N(CC(O)Cn2nc(C)cc2C)S(=O)(=O)c2ccc3ccccc3c2)cc1 (stereo not given) | -3.5

Random excerpt: four records from the list, in no set order.
structure | TTR transcr act
O=[N+]([O-])c1ccc2c(c1)nc1n2CCN(c2ccccc2)C1 | -0.9
CN(C)/C=C(\C=O)c1c(Cl)cccc1Cl | 0.1
COC(=O)c1ccc(Cn2nc(C)c(Br)c2C)cc1 | -1.4
CC(=O)c1c(C)[nH]c(=S)c(C#N)c1-c1ccc(Cl)cc1 | -1.3

(continued)
structure | TTR transcr act
COC(=O)c1cc(Br)c(=O)n(-c2cccc(F)c2)c1 | 2.0
COC(=O)c1cccc(C(=O)N2CCCC(Nc3ccc(C)c(C)c3)C2)c1 (stereo not given) | 1.5
Nc1cccnc1S(=O)(=O)c1cccc(C(F)(F)F)c1 | -0.8
CN1CCc2ccccc2C1Cc1ccccc1NC(=O)c1sc2ccccc2c1Cl (stereo not given) | -1.3
CCOC(=O)N1CCN(c2c(NCCCN3CCCC(C)C3)c(=O)c2=O)CC1 (stereo not given) | 1.4
Oc1cccc2cnccc12 | -0.8
Clc1ccccc1/C=C/c1nc(-c2ccccn2)no1 | -1.8
CCOc1ccc(C(=O)CN2CCN(S(=O)(=O)c3ccc(Br)cc3)CC2)cc1 | -3.5
CC(C)(C)OC(=O)N1CCCC(C(=O)Nc2cccc(C(=O)NCCCCc3ccccc3)c2)C1 (stereo not given) | 0.3
O=S(=O)(c1ccc(S(=O)(=O)N2CCCC2)cc1)N1CCCCCC1 | 1.2
COCCN(Cc1cccs1)S(=O)(=O)c1csc(C(N)=O)c1 | 0.1
Cc1ccc(NC(=O)C2COc3ccccc3O2)c(C)c1 (stereo not given) | 0.8

The list goes on.
structure | TTR transcr act
C/C(CC(=O)Nc1ccc(Cl)cc1Cl)=N\NC(N)=S | -1.5
O=C(NCc1cccc(C(F)(F)F)c1)c1ccc2sc([C@@H]3O[C@H](CO)[C@@H](O)[C@H]3O)nc2c1 | -1.8
COc1cccc(/C(C)=N/NC(=O)c2cc(-c3cccnc3)nc3ccccc23)c1 | -0.6
Cc1ccc(N2CCN(C(=O)Nc3cccc([N+](=O)[O-])c3)CC2C)cc1 (stereo not given) | -2.7
Cc1nn2cc(-c3ccccc3)nc2[nH]c1=O | 10*
CC(C)CCN1NC2(CCCC(C)C2)NC1=S (stereo not given) | 13*
CC(C)Cn1c(-c2ccc(Cl)cc2)cnc1SCC(=O)N1CCOCC1 | -0.6
Cc1cc(=O)[nH]c2c(C)cc(S(=O)(=O)Nc3ccc(O)cc3)cc12 | 1.5
CN(c1ccccc1)S(=O)(=O)c1ccc(Cl)c(C(=O)NCCc2c[nH]c3ccccc23)c1 | 1.9
COCCn1c(=S)[nH]c2cc(C(=O)NC(C)C)ccc2c1=O | 0.1
CC(C)c1ccccc1OCCNC(=O)c1cccnc1 | 0.3
COc1cccc(NC(=O)Nc2c(-c3ccc(C)cc3)nc3ncccn23)c1 | 0.0

The listing continues:
structure | TTR transcr act
CC(Sc1nc2c(c(=O)[nH]1)CCCC2)C(=O)Nc1ccc(S(N)(=O)=O)cc1 (stereo not given) | -0.3
O=C(O)CCC(=O)Nc1ccc(N2CCCCCC2)cc1 | 2.0
COCCn1c(SCC(=O)Nc2nnc(C)s2)nnc1-c1cc2ccccc2cc1O | -0.1
CC(C)OC(=O)CSc1nc2ncc(Cl)cc2[nH]1 | 0.4
Cc1ccc(S(=O)(=O)NCCC(=O)NCCc2ccc(S(N)(=O)=O)cc2)cc1C | 3.1
O=C(COc1ccc(S(=O)(=O)N2CCOCC2)cc1)NCc1ccco1 | 0.1
C/C(=N\N=C(/C)c1cccc(N)c1)c1cccc(N)c1 | 2.1
CCc1nc2ccc(C(=O)NCc3cccs3)cn2c1N(CC)CCOC | 2.1
COc1cccc(NC(=O)COC(=O)CCC(=O)c2cccs2)c1 | 0.4
Cc1cccc(NC2=NC3(CCCCC3)N=C(N)N2)c1 | 5.6
CC/C(=N\NC(=O)c1ccc2c(c1)OCO2)C12CC3CC(CC(C3)C1)C2 | 0.7
O=C(NCc1ccc(F)cc1)c1nc(-c2cccs2)no1 | -1.4

With a hit mark in TTR transcr act, of those listed so far:
structure | TTR transcr act
Cc1nn2cc(-c3ccccc3)nc2[nH]c1=O | 10*
CC(C)CCN1NC2(CCCC(C)C2)NC1=S (stereo not given) | 13*

Filtered by structure: the compounds so far with an aryl methoxy group.
structure | TTR transcr act
COc1cccc(OC)c1C(=O)O/N=C(\N)c1ccncc1 | 0.6
COc1ccc(C2C=C(c3ccccc3)Nc3nnnn32)cc1 (stereo not given) | -2.4
COc1cc(/C=C/C(=O)OCC(=O)NCc2cccs2)ccc1OCC#N | -2.8
CCOC(=O)c1c(C)n(C)c2ccc(OC)c(NC(=O)CN3CCSCC3)c12 | -1.6
COc1ccccc1N(C)S(=O)(=O)c1ccc(C(=O)OCC(=O)N2CCCCCC2)cc1 | -0.3
COc1cccc(/C(C)=N/NC(=O)c2cc(-c3cccnc3)nc3ccccc23)c1 | -0.6
COc1cccc(NC(=O)Nc2c(-c3ccc(C)cc3)nc3ncccn23)c1 | 0.0
COc1cccc(NC(=O)COC(=O)CCC(=O)c2cccs2)c1 | 0.4

Following part.
Structure | TTR transcr act
COC(=O)NN1C(=O)C(c2ccccc2)=C(c2ccc(Cl)cc2)C1=O | -3.5
CC(C)C(=O)N1CCCC1(C)C(=O)Nc1ccc(F)cc1 (stereo not given) | -0.6
COc1ccccc1/C=C/C=N\N1CCN(Cc2ccccc2Cl)CC1 | 0.3
COc1ccc(OCCSc2nnc(CCNC(=O)c3ccc(OC)cc3)n2C)cc1 | -1.6
CCOC(=O)C1=C(c2ccccc2)NC(N)=NC1c1ccc(OCc2ccc(Cl)cc2)c(OC)c1 (stereo not given) | -4.8
COc1ccc(OC)c(/C=C/c2c([N+](=O)[O-])c(=O)n(C)c(=O)n2C)c1 | 2.9
COc1cccc(OCC(=O)N(Cc2nc(-c3ccc(Cl)cc3)no2)C(C)C)c1 | 1.2
O=C(N/N=C/c1ccccn1)c1cc(-c2ccc(Cl)cc2)nc2ccccc12 | -1.4
COC(=O)N/N=C/c1cc(C)n(-c2ccc(Br)cc2)c1C | 0.4
CCN1C(=O)[C@@H]2C(C(=O)c3cnccn3)=NN[C@@H]2C1=O | -1.1
C[C@@H](N)C(=O)N[C@H]1CCC2C3CC=C4C[C@@H](O)CC[C@]4(C)C3CC[C@@]21C (stereo not given in full) | 0.3
CCn1c(NC(=O)C(C)C)c(-c2ccccc2)c(=O)c2ccccc21 | -1.0

(next part)
Structure | TTR transcr act
CC(C)CN(CC(C)C)C(=O)c1cccc(S(=O)(=O)N2CCc3ccccc32)c1 | -3.2
CCCCc1nc2sc3c(=O)[nH]c(=S)[nH]c3c2c2c1CCC2 | -0.1
CCOc1cc(/C=N/O)ccc1OCc1ccc(C)cc1 | 5.4
Cn1cnc([N+](=O)[O-])c1Oc1ccccc1 | -1.1
N=c1oc2ccccc2cc1C(=O)N/N=C/c1ccccc1 | -0.4
O=C(NC(=S)N1CCN(Cc2ccccc2)CC1)c1ccco1 | -2.4
CCOc1ccc(NCc2cc3c(C(C)(C)C)nn(-c4ccccc4)c3[nH]c2=O)cc1 | -1.1
CCOC(=O)Nc1cccc(OCC(=O)Nc2ccccc2OC)c1 | -0.7
CCn1nc(C)c(CN2CCCC(CO)(Cc3ccccc3)C2)c1C (stereo not given) | -0.8
Cc1ccccc1C(=O)NNC(=O)CSc1nnc(-c2ccncc2)n1-c1ccccc1 | 1.2
Cc1ccc(OCCn2c(Br)nc3c2c(=O)n(C)c(=O)n3C)cc1 | -0.8
CCN(C(=O)COC(=O)c1nc(Cl)ccc1Cl)C1CCS(=O)(=O)C1 (stereo not given) | 0.1

Going on with the list:
Structure | TTR transcr act
Cc1ccn2c(C(=O)c3ccc(Cl)cc3)cnc2c1 | 0.1
N#Cc1c(-c2ccccc2)ccn(Cc2ccccc2Cl)c1=O | -1.9
COc1cccc(NC(=S)N(CCc2c(C)[nH]c3ccccc23)Cc2cccs2)c1 | -0.3
CC(C)C(=O)Nc1cccc(-c2nc3ncccc3o2)c1 | 15*
CN(CC(=O)Nc1ccccc1Br)C(=O)c1ccccc1-c1nc2ccccc2s1 | -1.2
COc1ccc(N/C(=C/[N+](=O)[O-])SC)cc1 | -0.1
CS(=O)(=O)N(CC(=O)NC1CC2CCC1C2)c1cccc(C(F)(F)F)c1 (stereo not given) | -1.9
Nc1ccc(CCS(N)(=O)=O)cc1 | -0.4
CCc1nc2c(OCc3ccc(F)cc3)cccn2c1N(C)C(=O)C(C)C | -1.6
CC(OC(=O)CN1C(=O)C2CCCCC2C1=O)C(=O)Nc1ncc(Cl)cc1Cl (stereo not given) | 0.9
CCCCn1c(N)c(N(CC)C(=O)c2ccccc2F)c(=O)[nH]c1=O | 2.3
CC(C)(C)c1nnc(NC(=O)Cc2ccc(Br)cc2)s1 | -0.8

Next entries follow:
Structure | TTR transcr act
Cc1ccc(NC(=O)CC2OC(=O)c3ccccc32)cc1S(=O)(=O)N1CCCCCC1 (stereo not given) | -3.2
CSCCC(=O)N(C)CC1CCCN(CCc2cccc(C(F)(F)F)c2)C1 (stereo not given) | -0.9
COc1cccc(C(=O)N2CCN(Cc3ccc4c(c3)OCO4)CC2)c1OC | -0.1
COC(=O)CCC(=O)COc1ccc(OC)cc1C#N | -1.8
N=c1c2c(n(Cc3ccc(F)cc3)c3c1CCC3)CCCC2 | -0.1
C=CCN(C(=O)c1ccc(Cl)cc1)c1ccccc1C(=O)NCC(=O)O | -2.0

High-throughput results deposited in PubChem BioAssay by The Scripps Research Institute Molecular Screening Center.
